TRHR PAM – qHTS for Small Molecule Agonists and Allosteric Enhancers of Human TRH Receptor: Primary Screen for Enhancers; Thyrotropin-releasing hormone receptor (Homo sapiens), P34981; TRHR cells, fluo-8 calcium fluorescence, EC20 TRH enhancement; enhancement, % at 2 µM; 360,000 compounds, 0.66% hits; in the data active means enhancement above about 30%; further: 0% is about no effect
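TRHR-expressing cells loaded with fluo-8 calcium dye were read kinetically (ex 480/em 530) during compound addition, then stimulated with an EC20 of TRH (10 nM final). Enhancement of the Gq-mediated intracellular calcium response was scored.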
RXFP1 antag – qHTS Assay for Antagonists of the Relaxin Receptor RXFP1. 350,000 compounds, 0.59% hits. Relaxin receptor 1 (Homo sapiens), Q9HBX9. activity change, negative = inhibition, % at 57.5 µM. HEK293-RXFP1, relaxin-stimulated cAMP HTRF, 30 min; hits give low values;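 active means activity change of -60% or lower, but not beyond a set lower limit; inconclusive means change between -60% and -40%, or beyond the set limit; inactive means change above -40%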; further: on the % scale 0 is the no-effect control and ±100 the full control effect
D1 agonist – Allosteric Agonists of the Human D1 Dopamine Receptor: qHTS; activation, % at 2 µM; 360,000 compounds, 1% hits; HEK293 T-REx D1 cells, calcium flux, agonist mode; further: 0% is about no effect
Target sequence (P21728 whole entry, looked up): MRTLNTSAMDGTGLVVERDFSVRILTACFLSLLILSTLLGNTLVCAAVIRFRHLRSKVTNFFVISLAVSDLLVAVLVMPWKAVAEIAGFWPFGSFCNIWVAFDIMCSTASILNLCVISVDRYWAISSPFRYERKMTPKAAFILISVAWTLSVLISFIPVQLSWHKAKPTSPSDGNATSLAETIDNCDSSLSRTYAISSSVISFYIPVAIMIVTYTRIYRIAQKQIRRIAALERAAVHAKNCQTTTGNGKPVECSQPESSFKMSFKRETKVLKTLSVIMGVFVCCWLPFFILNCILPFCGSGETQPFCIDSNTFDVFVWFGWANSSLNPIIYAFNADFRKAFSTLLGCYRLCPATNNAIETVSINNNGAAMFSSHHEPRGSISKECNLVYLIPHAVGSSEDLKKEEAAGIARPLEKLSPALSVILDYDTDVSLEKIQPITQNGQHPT
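Inducible HEK293 T-REx D1 cells, force-coupled to calcium signalling, were plated at 4000 cells/well with tetracycline and held overnight at 30 C. After no-wash calcium dye loading, compound-evoked calcium rise over 180 s flagged agonists.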
D1 potentiator – Potentiators of Human D1 Dopamine Receptor: qHTS; AID 504651, 2011; potentiation, % at 10 µM; 360,000 compounds, 0.036% hits; D(1A) dopamine receptor (Homo sapiens), P21728; HEK293 TREx D1 cells, calcium flux, dopamine EC20 potentiation; in the data active means potentiation above about 30%; further: 0% is about no effect
TRHR ag – qHTS for Small Molecule Agonists and Allosteric Enhancers of Human TRH Receptor: Primary Screen for Agonists. TRHR cells, calcium flux fluo-8, FDSS agonist mode. activation, % at 2 µM. 360,000 compounds, 0.18% hits; further: 0% is about no effect
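Agonist-mode FDSS calcium read (Ex 480/Em 530, 1 s cycles) in 1536-well TRHR cells with fluo-8 dye, after 10-cycle baseline and 23 nL compound addition; TRH at EC20 (10 nM final) added afterwards for the enhancer phase.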
D2 PAM – HTS Assay for Positive Allosteric Modulators of the Human D2 Dopamine Receptor: Primary Screen for Potentiators; D(2) dopamine receptor (Homo sapiens), P14416; HEK293 T-REx D2, calcium flux, EC20 dopamine potentiation; potentiation, % at 10 µM; 340,000 compounds, 0.34% hits;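 active means potentiation over 3 SD above the plate norm, cut at about 30% in these data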; further: 0% is about no effect
Target sequence (P14416 whole entry, looked up): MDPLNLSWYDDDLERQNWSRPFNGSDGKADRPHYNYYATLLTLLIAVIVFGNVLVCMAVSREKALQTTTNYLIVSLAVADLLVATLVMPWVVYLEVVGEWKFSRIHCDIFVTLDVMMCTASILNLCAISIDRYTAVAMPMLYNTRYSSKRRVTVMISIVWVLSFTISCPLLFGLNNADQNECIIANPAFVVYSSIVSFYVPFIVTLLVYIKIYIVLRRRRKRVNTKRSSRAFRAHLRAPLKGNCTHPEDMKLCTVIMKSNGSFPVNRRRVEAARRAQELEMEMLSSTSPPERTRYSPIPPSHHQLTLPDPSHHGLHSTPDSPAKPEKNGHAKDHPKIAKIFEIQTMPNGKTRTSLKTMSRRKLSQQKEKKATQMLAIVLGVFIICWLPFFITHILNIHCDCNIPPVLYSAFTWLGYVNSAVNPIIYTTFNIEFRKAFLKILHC
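Potentiation of an EC20 dopamine calcium response measured kinetically over 180 s, after a preceding 180 s compound-only read flagging agonists. Cells: inducible Hek293 Trex D2 line, 4000/well, cultured overnight at 30 C before dye loading.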
D2 agonist – HTS Assay for Allosteric Agonists of the Human D2 Dopamine Receptor: Primary Screen for Agonists; activation, % at 2 µM; 340,000 compounds, 0.53% hits; HEK293 T-REx D2 cells, calcium flux agonist mode;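 active means activation over 3 SD above normal in the single-dose calcium agonist read, cut at about 30% in these data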; further: 0% is about no effect
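HEK293 Trex D2 cells, tetracycline-induced, o/n 30 C 5% CO2; no-wash Ca dye, RT 30–90 min; 10-cycle baseline, 23 nl cpd added, kinetic Ca read 180 s; agonist hits = positive Ca response.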
D1 antag – Antagonist of Human D 1 Dopamine Receptor: qHTS; D(1A) dopamine receptor (Homo sapiens), P21728; HEK293 TREx D1 cells, calcium flux, dopamine EC80; hits give low values; activity change, negative = inhibition, % at 10 µM; 360,000 compounds, 3.2% hits; AID 504652, 2011; in the data active means activity change below about -30%; further: on the % scale 0 is the no-effect control and ±100 the full control effect
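Allosteric or orthosteric antagonism assessed as attenuation of the calcium response to EC80 dopamine, added 180 s after compound, in induced HEK293 Trex D1 cells loaded with no-wash calcium dye.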
D2 antag – HTS Assay for Allosteric Antagonists of the Human D2 Dopamine Receptor: Primary Screen for Antagonists | HEK293 TREx D2 cells, calcium flux, dopamine EC80 | inhibition, % at 10 µM | 340,000 compounds, 2% hits | AID 485344, 2010; in the data active means inhibition above about 30%; further: 0% is about no effect
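Antagonism is scored as inhibition of an EC80 dopamine-evoked calcium signal in a force-coupled, tetracycline-inducible HEK293 T-REx D2 line, with compound present 180 s before agonist.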
Starred values were filed as active, the others as inactive; u = inconclusive; x = no result given. Unless noted, no stated cut-off is given here; in the data, active means activation above about 30%; inactive means the rest.

1. COC(=O)Nc1nncs1
2. CN1CCc2c(sc(NC(=O)CS(=O)(=O)c3ccc(F)cc3)c2C(N)=O)C1
3. Cc1c(NC(=O)CCC(=O)N2CCCCC2)c(=O)n(-c2ccccc2)n1C
4. Cc1cc(C)c(S(=O)(=O)N2CCCCC2)c(C)c1N(C)S(=O)(=O)c1ccccc1
5. COCCCNCCOc1ccc(C)cc1[N+](=O)[O-]
6. CCc1nc(N2CCCC(C)C2)c2oc3ccccc3c2n1 (centres undefined)
7. O=C(O)Cc1ccc2[nH]c3ccc(CC(=O)O)cc3c2c1
8. Cc1cccc(CC(C)NC(=O)CCc2nnc(CCCCc3ccccc3)o2)n1 (centres undefined)
assay / compound	1	2	3	4	5	6	7	8
TRHR PAM	1	-3	-1	-11	0	2	5	-4
RXFP1 antag	11	-5	-1	-14	-3	-7	-21	-2
D1 agonist	2	5	1	11	1	5	6	2
D1 potentiator	7	2	-2	1	-6	6	6	2
TRHR ag	0.1	0.0	0.0	1.4	0.3	-0.4	-0.7	0.2
D2 PAM	9	-6	x	-7	-20	8	1	9
D2 agonist	-0.2	-0.4	x	0.2	0.9	x	-0.5	1.0
D1 antag	3	-13	-2	-28	-3	21	0	8
D2 antag	11	-9	x	12	-17	x	0	-10

9. Cc1nnsc1C(=O)Nc1ccc(S(=O)(=O)N2CCCCC2)cc1
10. CCc1nnc(NC(=O)CSc2nnc(CNc3ccc(F)cc3)n2C2CCCCC2)s1
11. COc1cc(/C=C(\C#N)C(N)=O)ccc1OS(=O)(=O)c1ccc(C)cc1
12. COc1cccc(/C=C2\N=C(SC)SC2=O)c1OC
13. O=C(NCc1ccco1)/C(=C/C=C/c1ccccc1)NC(=O)c1ccco1
14. O=S(=O)(c1ccccc1)N(CC1CO1)c1cc(Cl)ccc1Cl (centres undefined)
15. Cc1c(OCC(=O)N2CCC(C(N)=O)CC2)ccc2c3c(c(=O)oc12)CCCC3
16. Cc1[nH]c2ccccc2c1C(=O)C(=O)N1CC=C(c2ccccc2)CC1
assay / compound	9	10	11	12	13	14	15	16
TRHR PAM	-1	-5	11	-5	-6	6	2	-7
RXFP1 antag	4	-10	-3	17	-6	3	x	-26
D1 agonist	26	2	1	5	0	-2	0	24
D1 potentiator	-9	-1	-10	6	-2	-2	0	-2
TRHR ag	0.8	-0.3	1.0	0.1	0.1	-1.8	0.0	-0.3
D2 PAM	-2	-8	x	-3	-2	6	9	10
D2 agonist	0.7	-1.3	x	-0.5	-0.7	-1.3	1.2	-1.9
D1 antag	-29	3	2	9	1	-10	2	-37*
D2 antag	4	19	x	7	5	12	-7	5

One compound at a time (already shown). Order of values: TRHR PAM | RXFP1 antag | D1 agonist | D1 potentiator | TRHR ag | D2 PAM | D2 agonist | D1 antag | D2 antag
Cc1c(OCC(=O)N2CCC(C(N)=O)CC2)ccc2c3c(c(=O)oc12)CCCC3 as listed: 2 | x | 0 | 0 | 0.0 | 9 | 1.2 | 2 | -7
COc1cccc(/C=C2\N=C(SC)SC2=O)c1OC as listed: -5 | 17 | 5 | 6 | 0.1 | -3 | -0.5 | 9 | 7

Following part
17. COc1ccc(-n2c(COc3cccc(C)c3)nnc2SCC(=O)NCc2ccco2)cc1
18. CCn1nc(C)c(C2C(C#N)=C(N)OC3=C2C(=O)CC(C)(C)C3)c1C (centres undefined)
19. Cc1nnc(N(C)C(=O)Cc2ccc3c(c2)OCO3)s1
20. COc1ccc(C(=O)Cn2cnc3ccccc3c2=O)cc1
21. Cc1cc(N2CCN(S(=O)(=O)Cc3ccccc3)CC2)n2ncnc2n1
22. COc1ccc(-n2cc(-c3ccccc3)c3c(NC4CCCCC4)ncnc32)cc1
23. COc1ccccc1C(=O)Nc1ccnn1C1CCN(C(C)CSC)CC1 (centres undefined)
24. C1=C(CCNc2ncnc3c2[nH]c2ccccc23)CCCC1
assay / compound	17	18	19	20	21	22	23	24
TRHR PAM	-3	-5	3	20	5	-3	-3	-10
RXFP1 antag	7	-11	-4	-5	-18	10	1	-25
D1 agonist	0	4	-1	0	1	-2	1	20
D1 potentiator	8	-8	-3	-5	-7	0	-6	-5
TRHR ag	0.1	-0.1	0.0	-0.5	0.3	0.1	0.5	3.9
D2 PAM	13	5	18	x	3	14	-11	-21
D2 agonist	-2.1	0.0	0.3	x	-1.2	0.7	-0.4	3.4
D1 antag	-5	8	-7	7	-2	19	-40*	-34*
D2 antag	-7	-2	-8	x	-12	x	-5	-9

25. Cc1ccc(S(=O)(=O)N2CCN(Cc3cc(=O)n4ccccc4n3)CC2)cc1C
26. O=[N+]([O-])c1ccc(C23CC4CC(CC(O)(C4)C2)C3)cc1
27. Cc1cc(Nc2ccc(Cl)cc2)n2ncnc2n1
28. Cn1c(=O)c2nc3ccc(NC(=O)C(F)(F)F)cc3nc2n(C)c1=O
29. Cc1ccc(/C=C/C(=O)NC2CCS(=O)(=O)C2)cc1 (centres undefined)
30. O=C1Nc2ccccc2C1(O)Cc1ccccn1 (centres undefined)
31. O=C(COC(=O)CCN1C(=O)c2ccccc2C1=O)Nc1ccccc1[N+](=O)[O-]
32. COc1cccc(C2(O)C(=O)Nc3ccccc32)c1 (centres undefined)
assay / compound	25	26	27	28	29	30	31	32
TRHR PAM	-1	5	2	-1	-6	2	9	-2
RXFP1 antag	-2	x	3	-5	1	-26	-8	-4
D1 agonist	0	7	2	11	3	4	0	3
D1 potentiator	-3	-5	-5	3	0	-5	-5	2
TRHR ag	0.4	1.0	-0.7	7.4	0.5	0.6	-0.3	0.2
D2 PAM	15	24	5	4	-1	4	18	-10
D2 agonist	0.8	0.2	0.4	4.4	0.6	1.0	-0.9	1.7
D1 antag	-6	-10	-29	3	7	9	-7	-1
D2 antag	1	4	-3	x	-17	-4	-19	14

33. O=C(CSc1ccc2nnc(CCNC(=O)c3ccccc3)n2n1)NCc1ccccc1
34. Cc1cnc(C(=O)OCC(=O)NC(C)CCc2ccccc2)cn1 (centres undefined)
35. CCOC(=O)c1scc(-c2ccc(C)cc2)c1S(=O)(=O)Nc1cc(C)ccc1C
36. Cc1cc(Br)cn2ccnc12
37. Brc1ccc(C2Nc3cccc4cccc(c34)N2)s1
38. CCOc1cc(/C=C2/NC(=O)N(Cc3ccccc3F)C2=O)ccc1O
39. O=C1ON=C(c2ccccc2)/C1=C/c1ccco1
40. CCn1c(SCc2nc3ccccc3c(=O)[nH]2)nc2ccccc21
assay / compound	33	34	35	36	37	38	39	40
TRHR PAM	2	2	20	7	-2	-3	1	0
RXFP1 antag	-21	2	x	19	-4	-4	-6	u
D1 agonist	3	3	21	1	4	-1	9	3
D1 potentiator	-7	-3	-5	1	-5	-8	2	-9
TRHR ag	-0.6	-1.0	-0.3	0.1	-0.2	-0.6	2.8	-0.1
D2 PAM	1	15	4	6	-8	12	3	-1
D2 agonist	0.0	-0.3	-1.1	0.6	0.3	x	2.1	-0.5
D1 antag	-15	0	-6	12	-25	-7	1	0
D2 antag	-1	34*	x	-11	-2	x	9	-12

The final 4 entries of the part before open the next one:
37. Brc1ccc(C2Nc3cccc4cccc(c34)N2)s1
38. CCOc1cc(/C=C2/NC(=O)N(Cc3ccccc3F)C2=O)ccc1O
39. O=C1ON=C(c2ccccc2)/C1=C/c1ccco1
40. CCn1c(SCc2nc3ccccc3c(=O)[nH]2)nc2ccccc21
41. CCCN(CC(=O)Nc1cc(C)on1)S(=O)(=O)c1cccc(C(F)(F)F)c1
42. Cc1cc([N+](=O)[O-])cnc1NC(C)c1ccccc1 (centres undefined)
43. CCCS(=O)(=O)NCc1cn2c(C)csc2n1
44. COc1cc(C)c(Cl)cc1S(=O)(=O)NCc1ccco1
45. O=C(Cc1cccc(NC(=O)C2CCN(C(=O)C3CCC3)CC2)c1)Nc1cccc(C(=O)N2CCCC2)c1
46. Cc1ccc(-n2nnnc2CNC(=O)c2ccc([N+](=O)[O-])o2)cc1C
assay / compound	37	38	39	40	41	42	43	44	45	46
TRHR PAM	-2	-3	1	0	14	3	-13	-5	2	-6
RXFP1 antag	-4	-4	-6	u	16	1	9	-14	x	3
D1 agonist	4	-1	9	3	1	29	1	4	1	0
D1 potentiator	-5	-8	2	-9	2	-1	0	4	7	-3
TRHR ag	-0.2	-0.6	2.8	-0.1	-0.7	-0.1	0.5	0.8	0.4	-0.4
D2 PAM	-8	12	3	-1	-1	4	-17	9	17	9
D2 agonist	0.3	x	2.1	-0.5	0.9	0.7	-0.2	0.0	0.7	0.3
D1 antag	-25	-7	1	0	-3	-10	-12	-6	26	4
D2 antag	-2	x	9	-12	-9	6	9	-33	15	-4

2 consecutive records out of the list so far, for reference:
41. CCCN(CC(=O)Nc1cc(C)on1)S(=O)(=O)c1cccc(C(F)(F)F)c1
42. Cc1cc([N+](=O)[O-])cnc1NC(C)c1ccccc1 (centres undefined)
assay / compound	41	42
TRHR PAM	14	3
RXFP1 antag	16	1
D1 agonist	1	29
D1 potentiator	2	-1
TRHR ag	-0.7	-0.1
D2 PAM	-1	4
D2 agonist	0.9	0.7
D1 antag	-3	-10
D2 antag	-9	6

Source: PubChem
